Screening data as filed in PubChem.
CRFR2-BP ag: CRF-BP/CRF-R2 complex agonism | HEK293 CRF-R2/CRF-BP, calcium dye fluorescence (FLIPR); percent of saturating CRF peptide response | activation, % at 13.2 µM | 0.46% of 350,000 active;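 active = activation of at least 50%, plus an integration ratio under a set limit after plate pattern correction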;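 also: plate controls were neutral control wells without compound for no effect and CRF at EC100 for full effect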
CHRM4 antagonist: CHRM4 antagonism in calcium assay; P08173; CHO-hM4 cells, ACh EC80, Fluo-8 calcium fluorescence; inhibition, % at 3 µM; 0.73% of 360,000 active;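 active = inhibition above its plate's cutoff, the mean inhibition of sample wells plus 3 SD, cut at about 27% in these data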;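 also: 0% = acetylcholine EC80 with DMSO and 100% = DMSO without agonist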
Target sequence (P08173 whole entry, looked up): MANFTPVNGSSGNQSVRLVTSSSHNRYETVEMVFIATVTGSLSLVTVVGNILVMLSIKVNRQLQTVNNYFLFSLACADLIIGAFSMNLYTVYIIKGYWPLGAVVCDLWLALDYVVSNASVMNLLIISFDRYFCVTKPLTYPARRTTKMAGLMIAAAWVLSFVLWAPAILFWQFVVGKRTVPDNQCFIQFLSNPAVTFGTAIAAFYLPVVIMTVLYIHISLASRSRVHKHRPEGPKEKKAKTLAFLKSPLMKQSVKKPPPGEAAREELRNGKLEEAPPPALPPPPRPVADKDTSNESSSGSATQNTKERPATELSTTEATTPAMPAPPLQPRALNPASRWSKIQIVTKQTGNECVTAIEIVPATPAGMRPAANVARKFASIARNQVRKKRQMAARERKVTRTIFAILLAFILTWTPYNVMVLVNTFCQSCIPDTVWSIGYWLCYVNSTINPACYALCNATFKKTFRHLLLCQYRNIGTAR
CRFBP-R2 block: CRF-BP/CRF-R2 complex antagonism; inhibition, % at 11.8 µM; HEK293 CRF-R2/CRF-BP, CRF-induced calcium fluorescence; 0.59% of 350,000 active;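 active = inhibition of the ligand-induced calcium signal above about 50% at the single tested concentration, limit read from the data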
M5 PAM: potentiates acetylcholine response at human M5 receptor | AID 624038 | 0.3% of 360,000 active | CHO-K1 hM5, Fluo-8 calcium, ACh EC20 PAM; 0% = ACh EC20, 100% = ACh EC100 | activation, % at 3 µM;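 active = activation above the run cutoff, the mean activation of all test compounds plus 3 SD, cut at about 18% in these data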
Target sequence (P08912 whole entry, looked up): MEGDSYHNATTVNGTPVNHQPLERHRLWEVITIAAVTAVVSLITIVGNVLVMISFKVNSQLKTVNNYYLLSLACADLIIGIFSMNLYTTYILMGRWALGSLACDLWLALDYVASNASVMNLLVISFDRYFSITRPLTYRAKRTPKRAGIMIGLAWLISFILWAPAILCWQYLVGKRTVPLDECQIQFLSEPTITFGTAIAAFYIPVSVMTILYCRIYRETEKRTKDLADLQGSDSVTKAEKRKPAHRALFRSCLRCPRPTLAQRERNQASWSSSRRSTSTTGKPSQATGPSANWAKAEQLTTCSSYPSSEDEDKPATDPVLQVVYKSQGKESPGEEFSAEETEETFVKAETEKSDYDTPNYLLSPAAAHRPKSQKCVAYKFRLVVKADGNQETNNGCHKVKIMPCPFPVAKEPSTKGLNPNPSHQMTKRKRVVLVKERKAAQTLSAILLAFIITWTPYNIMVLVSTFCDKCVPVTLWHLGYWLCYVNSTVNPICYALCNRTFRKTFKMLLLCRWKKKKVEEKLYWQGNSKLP
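Measured by: Fluo-8 calcium fluorescence; material: human M5 receptor in CHO-K1 cells; schedule: Post-acetylcholine fluorescence recording 140 s; benchmarks: low control EC20 acetylcholine (0%), high control EC100 acetylcholine (100%); read-out: Max/basal fluorescence ratio as % of EC20–EC100 ACh window; compound: single dose, 3 µM nominal final test concentration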
M4 PAM: potentiates acetylcholine response at human M4 receptor; P08173; CHO-K1 hM4/Gqi5, Fluo-8 calcium fluorescence, ACh EC20; 0% = ACh EC20, 100% = maximal ACh; activation, % at 3 µM; 0.4% of 360,000 active; AID 624126;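 active = activation above its plate's cutoff, the mean activation of sample wells plus 3 SD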; also: some results filed as inactive read as strong as hits
M1 PAM: positive allosteric modulators of human M1 muscarinic receptor; P11229; CHO-K1 hM1, Fluo-8 calcium fluorescence, ACh EC20; 0% = ACh EC20, 100% = maximal ACh; activation, % at 3 µM; 0.088% of 360,000 active; AID 588819; in the data active = activation above about 19%, passing the limit was not always enough
CHRM4 agonist: CHRM4 agonism in calcium assay | activation, % at 3 µM | P08173 | CHO-K1 hM4/Gqi5, Fluo-8 calcium fluorescence; vehicle 0%, full acetylcholine response 100% | AID 624127 | 0.14% of 360,000 active;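 active = activation above the run mean over all test wells plus 3 SD, cut at about 32% in these data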;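 also: peak over basal fluorescence ratio per well then scaled between controls; 0% = DMSO wells and 100% = acetylcholine at EC100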
CHRM5 agonist: agonists of human muscarinic M5 receptor (CHRM5); CHO-K1 hM5 cells, Fluo-8 calcium fluorescence; 0% DMSO wells, 100% maximal acetylcholine response; activation, % at 3 µM; 0.19% of 360,000 active; AID 624037;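 active = activation above the run's mean over test compounds plus 3 SD, cut at about 23% in these data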;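 also: signal is peak over basal fluorescence ratio across the kinetic read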
CHRM5 antagonist: blocks acetylcholine activation of human M5 receptor; P08912; CHO-hM5 cells, Fluo-8 calcium fluorescence, ACh EC80; inhibition, % at 3 µM; 0.59% of 360,000 active; AID 624040;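 active = inhibition above a per-plate cutoff, the mean of that plate's test compounds plus 3 SD, cut at about 27% in these data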;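 also: 0% = acetylcholine EC80 with DMSO and 100% = DMSO without agonist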
Numbers without * were called inactive; . = not tested or not shown.

Sequence of screens: CRFR2-BP ag, CHRM4 antagonist, CRFBP-R2 block, M5 PAM, M4 PAM, M1 PAM, CHRM4 agonist, CHRM5 agonist, CHRM5 antagonist
Cc1onc(-c2c(F)cccc2Cl)c1C(=O)Nc1ccc(S(=O)(=O)N2CCOCC2)cc1
  -2.6, -1.7, 10.6, -0.8, 0.0, 4.6, 4.2, -1.1, 10.0
Cc1ccc(O)c(CCc2ccc(O)cc2)n1
  -1.2, 0.8, 19.5, -5.8, 1.6, -2.9, 0.6, -5.3, 1.0
COc1ccc(CC(=O)NNC(=O)c2ccc(NC(C)=O)cc2)cc1
  0.8, -16.4, -3.7, 3.1, 3.7, -1.5, 1.1, -3.5, -16.9
O=C(NNC(=O)c1ccc(O)cc1O)c1ccc(-c2ccccc2)cc1
  1.6, 5.5, -4.0, -6.9, -2.5, -0.1, 0.9, -1.9, 0.3
COC(=O)c1ccc(/C=N/NC(=O)CNc2cccc(C)c2)cc1
  -2.8, -1.1, -33.2, -1.3, -1.0, -4.2, 1.6, -2.4, 10.9
Cc1ccc(CCCOC(=O)C[N+]2(C)CCCC2)cc1
  -3.5, -3.6, 20.0, -11.0, -1.2, -3.4, 0.2, -9.0, 9.3
CC(C)(C)Cc1nnc(NS(=O)(=O)c2ccc(F)cc2)s1
  -1.0, 3.0, -5.4, 6.4, 3.9, -3.5, 0.7, -2.2, -4.3
O=C(CSc1ccc2nnc(-c3ccccn3)n2n1)Nc1nccs1
  0.0, 4.6, 11.8, -7.0, -7.0, -2.2, 0.8, 2.1, 6.5
COc1ccc(C2/C=C\CN(C(=O)C3CCCCC3)CC(=O)N2Cc2ccc(F)cc2)cc1 (configuration not stated)
  -1.3, 1.7, 2.5, 2.3, 10.8, 7.0, 3.0, 3.2, 3.6
O=S1(=O)OCCC(c2ccccc2)N1Cc1ccccc1 (configuration not stated)
  -0.6, -12.5, -2.5, -0.2, 3.1, 7.6, 1.1, -1.7, 12.1
CC1CC(C)(C)NC(=S)N1CCC(=O)NCCc1ccc(Cl)cc1 (configuration not stated)
  -1.0, -0.2, -0.4, 15.1, 0.4, 8.5, 1.9, -16.1, -0.1
O=[N+]([O-])c1ccc(Nc2c3ccccc3nc3ccccc23)cc1
  1.6, -12.0, -45.3, 2.9, 11.9, -8.5, 4.5, -0.8, -13.3
CCN1C(=O)[C@@H]2[C@@H](c3ccc(-c4ccccc4)cc3)N3CCCC[C@@]3(C(=O)OC)[C@@H]2C1=O
  3.7, -8.2, 1.9, 1.6, 1.6, 4.1, 0.8, 2.1, 6.9
O=C1/C(=C\c2ccc(O)cc2)CCC1CNc1ccc(Cl)cc1 (configuration not stated)
  -1.1, 3.4, -4.8, 5.2, 5.9, 4.2, 1.0, 5.2, 0.0
CCN(CC)S(=O)(=O)c1ccc(C(C)NC(=O)Cc2c[nH]c3ccccc23)cc1 (configuration not stated)
  -0.4, -0.6, -9.5, -6.5, -7.0, 4.5, 11.5, 3.6, 9.9
CC1=C(C(=O)Nc2cc(C(=O)N3CCN(c4ccc(Cl)cc4)CC3)ccc2C)SCCO1
  -1.4, -14.2, -0.3, -5.0, -7.8, -6.0, 15.3, 3.9, 2.0
CCN(CC)CCN1C(=O)C(O)=C(C(=O)c2cccs2)C1c1ccccn1 (configuration not stated)
  7.7, 3.3, 6.9, -3.6, 6.1, 5.3, 0.4, -1.6, -2.9
O=C(NCc1ccncc1)Nc1cccc([N+](=O)[O-])c1
  -1.4, -5.1, 14.9, -13.1, -5.7, -1.7, 12.6, 1.7, -10.9
CN(C)CCNC(=O)c1cccc2ccc(-c3ccc(-c4ccccc4)cc3)nc12
  -2.3, -5.7, -6.9, 12.4, 0.1, 12.8, 4.7, -2.4, -2.7
O=C1NC(=O)/C(=C\c2cn(CC(=O)N3CCOCC3)c3ccccc23)S1
  0.0, -6.4, -1.8, 7.2, 2.6, -10.5, 0.2, 1.7, 9.5
O=C(CCn1c(=S)[nH]c2ccccc2c1=O)NCCc1ccccc1
  -1.1, 1.0, 6.9, 3.5, 2.9, 13.0, 2.4, -2.0, -2.7
COc1ccccc1Nc1nc(C)c(C(=O)Nc2ccccc2)s1
  1.0, 3.3, -36.1, -1.5, -9.2, 0.2, 4.1, -4.1, -1.4
COc1ccc(C(=O)NCc2csc(-c3cccs3)n2)cc1
  -8.4, 1.7, 2.0, 1.8, -11.1, 15.1, 1.4, 0.8, 3.7
O=C(O)c1ccc(Cl)c(NCc2cccnc2)c1
  -0.8, -4.8, 2.9, 1.4, 2.2, 4.4, 0.1, 2.0, 1.9
Cc1c(Br)c(C(F)(F)F)nn1CC(=O)NCCCn1ccnc1
  0.2, 4.5, 12.6, -2.9, -3.3, 4.8, 2.2, -8.7, 3.6
COc1cccc(NC(=O)N2CCCC(C(=O)NCc3ccc(F)cc3)C2)c1 (configuration not stated)
  -0.8, -6.7, -15.9, -2.5, 2.2, 12.0, 0.7, -8.0, -9.9
O=C(Nc1ccccc1-c1ccccc1)C(c1ccccc1)c1ccccc1
  2.4, 0.0, 17.5, 6.6, 2.7, 2.3, -1.3, 0.2, -11.6
O=C(Nc1cccc(F)c1)Nc1nnc([C@@H]2C[C@H](O)[C@@H](CO)O2)s1
  ., -1.4, ., -4.3, -1.0, 6.0, 0.3, 0.5, 2.5
Cc1c([C@@H]2C[C@H]3CN(Cc4cccc(Cl)c4)C(=O)[C@]34CCCN24)cnn1C
  3.1, -0.8, -4.0, -3.6, -5.8, -3.3, 3.0, -1.0, 3.3
Cc1cc(C)cc(NC(=O)C2(c3ccccc3)CC2(Cl)Cl)c1 (configuration not stated)
  0.6, 8.8, -9.1, -17.5, -9.1, -7.3, -2.6, -6.2, 12.2
CC1(NC(=O)N2CCOCC2)CCS(=O)(=O)C1 (configuration not stated)
  0.4, -5.5, 17.5, 1.3, 19.4, 6.7, 1.7, -1.0, -4.8
CCCCn1c(SCC(=O)N2CCCC2)nc2c1c(=O)n(C)c(=O)n2C
  -0.6, -4.8, -8.3, 5.6, 4.2, 17.0, 0.3, 1.4, -9.0
O=C(Nc1cccn2ncnc12)c1ccccc1
  -0.8, -5.2, 1.0, 2.1, 8.4, 10.4, -0.2, -1.7, 0.4
COc1ccccc1C(O)c1ncc(-c2ccc(Cl)cc2)[nH]1 (configuration not stated)
  ., 2.5, ., -0.6, 6.6, -4.3, 0.7, -0.3, 0.2
C#Cc1ccc([C@H]2C=C(C(=O)NCc3ccccc3)O[C@@H](OCC)[C@@H]2CCCO)cc1
  0.1, -5.4, -2.6, -39.9, -6.4, -40.3, 1.8, -10.9, 34.3*
CCOc1ccc(C(=O)OCc2nnc(-c3cccs3)o2)cc1OC
  -1.3, -3.7, -20.2, -8.0, -1.6, -1.7, 5.3, 5.4, 3.7
COc1ccc(NC(=O)CCS(=O)(=O)c2ccc3c(c2)oc(=O)n3C)cc1OC
  0.2, -13.2, 3.2, -3.6, -0.4, 13.3, 0.6, -2.3, 7.7
CC(C)c1cccc(-c2ccc3c(c2)S(=O)(=O)c2cccc(C(=O)NCc4ccccc4)c2C3=O)c1
  -0.7, 4.2, 4.2, -4.1, -3.0, 9.2, 2.0, 1.2, 17.7
O=C(CNC(=O)OCc1ccccc1)NC1CCCCCC1
  -1.0, 6.3, -1.2, 2.1, 2.1, 1.1, 1.7, 0.0, -5.5
CCCN(C(=O)c1cc(S(=O)(=O)N(C)c2ccc(OCC)cc2)ccc1C)C1CCS(=O)(=O)C1 (configuration not stated)
  -1.3, -0.8, 8.7, -5.8, 0.1, 6.9, 1.3, 5.6, 2.8
O=c1[nH]cnc2nc3n(c12)CCCCC3
  1.8, -1.2, -5.5, 7.1, 2.2, 2.8, -0.5, -1.6, -4.0
COCCCNC(=O)c1cccn2c(=O)c3cc4ccccc4cc3nc12
  -8.2, 5.8, 3.2, 2.3, 1.1, -0.8, 4.2, 1.3, 3.1
C#CCNc1nc(C)nc2c1nnn2Cc1ccccc1F
  -0.4, 1.2, -5.7, 2.7, -4.3, 4.7, 0.7, -2.7, 6.7
Cc1ccccc1-c1nc(-c2cccnc2)no1
  0.3, -1.8, -2.3, 1.1, 3.0, 9.2, 0.7, -1.0, -4.5
O=C1C2CCC(C(O)C2)N1Cc1ccccc1 (configuration not stated)
  -0.5, -2.2, -1.3, 2.4, -2.2, 6.8, 0.5, -1.4, -0.6
Cn1c(SCC(=O)Nc2ccc(N3CCOCC3)cc2)nnc1-c1ccco1
  -0.5, -2.2, -3.8, -1.8, 3.5, 10.8, 2.4, 2.4, 3.5
C=CC1=C2C=C(C3CC3)N(CCCN(CC)CC)C=C2C(=O)C(C)(OC(=O)c2ccco2)C1=O (configuration not stated)
  6.0, -5.1, 2.1, -0.9, 7.3, -0.1, 1.4, 2.0, 6.3
CC=CC1OCC(CC)C(CCC)O1 (configuration not stated)
  -3.2, -4.3, 0.9, -12.0, 3.1, 12.1, 0.6, -0.7, 22.9
COc1ccc(C2C(C#N)=C(N)OC3=C2C(=O)CC(C)(C)C3)cc1Cn1cc([N+](=O)[O-])cn1 (configuration not stated)
  -2.4, -4.1, -4.2, 12.3, 9.3, 1.7, 1.4, -0.2, -10.3
COc1ccc(NC(=O)CCc2c(C)nc3nc(C)nn3c2C)cc1
  -0.3, -2.3, 8.7, 11.0, 1.1, 10.3, 0.9, -2.3, 0.7
CN1c2ccccc2C(=O)C(=C2SCCCS2)S1(=O)=O
  -1.8, 3.4, -2.2, -10.8, -14.6, -4.4, 13.5, 2.8, 18.7
Cc1cc(C)nc(-n2nc(C)cc2NC(=O)c2cc3ccccc3oc2=O)n1
  -6.0, -1.5, 19.0, -1.5, 11.6, 6.8, 1.4, -2.0, 12.1
Cc1cccnc1NC1(C(F)(F)F)N=C(c2ccccc2)NC1=O (configuration not stated)
  -0.8, 3.1, 8.2, -4.0, -8.8, -5.3, 0.8, -0.5, -2.3
CC(=O)Nc1sc2c(c1C(N)=O)CCN(Cc1ccccc1)C2
  13.4, -6.9, -9.0, 7.1, -7.5, 9.1, 3.1, 2.8, -7.4
Cc1ccc(NC(=O)CSc2nnc(-c3ccco3)n2N)cc1F
  0.7, -1.1, -4.6, 6.2, 4.9, 8.9, 1.7, -0.6, 9.5
CCCCN1CN=C(Nc2nc3ccccc3o2)NC1
  -0.8, -4.4, 4.4, -0.6, 9.7, 1.2, 3.0, 1.9, -1.7
COc1ccc(-c2nnc(SCC(=O)Nc3ccc(Cl)cc3)n2C)cc1
  -0.4, -18.1, 7.9, 1.9, 10.2, 2.4, 2.6, -3.5, -6.2
COc1ccc2nc(SCC(=O)Nc3ccc4c(c3)OCCO4)[nH]c2c1
  -7.7, -9.1, 2.3, -5.3, 4.6, 3.4, 5.8, 1.1, -7.4

Whole records from above:
`CC(=O)Nc1sc2c(c1C(N)=O)CCN(Cc1ccccc1)C2` is listed as CRFR2-BP ag = 13.4; CHRM4 antagonist = -6.9; CRFBP-R2 block = -9.0; M5 PAM = 7.1; M4 PAM = -7.5; M1 PAM = 9.1; CHRM4 agonist = 3.1; CHRM5 agonist = 2.8; CHRM5 antagonist = -7.4
`COc1ccc(NC(=O)CCS(=O)(=O)c2ccc3c(c2)oc(=O)n3C)cc1OC` is listed as CRFR2-BP ag = 0.2; CHRM4 antagonist = -13.2; CRFBP-R2 block = 3.2; M5 PAM = -3.6; M4 PAM = -0.4; M1 PAM = 13.3; CHRM4 agonist = 0.6; CHRM5 agonist = -2.3; CHRM5 antagonist = 7.7

Random draw from the library; overall some 2.6% were active at least once.
